S100A4 inh HTS – blocks human S100A4 binding to myosin IIA peptide; inhibition, % at 10.7 µM; 360,000 compounds, 0.14% hits; S100A4/TAMRA-MyoIIA peptide fluorescence polarization; P26447;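 active = mean inhibition of at least 70% across replicates, with every replicate also reaching that level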
Target sequence (P26447 whole entry, looked up): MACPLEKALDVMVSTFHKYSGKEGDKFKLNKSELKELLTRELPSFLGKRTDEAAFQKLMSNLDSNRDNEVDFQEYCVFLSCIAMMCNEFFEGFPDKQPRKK
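Assay system: human S100A4 monomer with TAMRA-labelled myosin IIA peptide / Buffer or medium: Calcium-containing HEPES buffer, pH 7.2 / Reagent: TAMRA-labelled myosin IIA heavy-chain peptide probe, 5 nM / Compound: one dose per compound / Timing: polarization read 5 min after assay mix addition, stable 5–60 min / Benchmarks: neutral control DMSO, positive control TFP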
PGC1a acetyl inh – lowers PGC1a acetylation signal in U2OS cells | AlphaScreen anti-acetyl-lysine; with virally co-expressed GCN5 acetyltransferase | 350,000 compounds, 0.17% hits | inhibition, % at 15.6 µM;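 active = every replicate shows inhibition of at least 40%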;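 also: 0% = neutral control wells and 100% = positive control wells; some results beyond the cut were filed as inactive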
XiGFP reactiv – X-chromosome reactivation activator; XiGFP mouse fibroblasts, % GFP-positive cells imaging, 3 d; cells co-treated with 5-aza-dC sensitizer; scaled so ellipticine positive control = 100%; activation, % at 7.58 µM; 360,000 compounds, 0.055% hits; AID 743238;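 active = mean normalized replicate activation at least 10% and every replicate at or above 10%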;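 also: 0% = median of on-plate neutral control wells and 100% = ellipticine 6 µM median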
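Material: XiGFP fibroblasts, SV40-immortalized; Buffer or medium: DMEM containing 5-aza-dC; Compound dosing: single point; Times: 3 days compound exposure.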
Statin myotox sup – suppressors of simvastatin-induced myotoxicity in C2C12 myotubes | ATP luminescence, 48 h; scaled: DMSO 0, geranylgeraniol control 100 | rescue of ATP level, % at 7.49 µM | 330,000 compounds, 0.78% hits | AID 602340;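 active = mean ATP rescue above about 67%, or every replicate alone reaching that limit, limit read from the data, passing the limit was not always enough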;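 also: myotubes were challenged with 10 µM simvastatin during compound exposure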
SIRT5 block – blocks human SIRT5 desuccinylation of peptide; Q9NXA8; inhibition, % at 15 µM; 330,000 compounds, 1.1% hits; AID 652115; Purified SirT5, succinyl-peptide AMC, trypsin-coupled fluorescence; in the data active = inhibition above about 15%
Target sequence (Q9NXA8 whole entry, looked up): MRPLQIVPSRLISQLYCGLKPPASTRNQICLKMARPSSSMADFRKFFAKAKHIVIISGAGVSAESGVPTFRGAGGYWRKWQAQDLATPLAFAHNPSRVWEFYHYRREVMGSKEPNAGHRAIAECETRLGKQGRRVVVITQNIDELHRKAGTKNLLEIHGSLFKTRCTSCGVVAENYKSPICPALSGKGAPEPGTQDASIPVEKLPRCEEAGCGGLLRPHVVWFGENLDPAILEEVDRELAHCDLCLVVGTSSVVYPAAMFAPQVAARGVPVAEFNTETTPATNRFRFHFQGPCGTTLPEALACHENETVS
Cneo AK release – causes C. neoformans cell lysis; AID 651654; adenylate kinase release luminescence, 4 h; normalised: neutral wells 0, clomiphene wells 100; 360,000 compounds, 0.2% hits; lysis activity, % at 15 µM;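 active = mean lysis activity across replicates of at least 80%, whatever share of replicates individually reach that level; inactive = mean lysis activity below 80%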
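Material – Cryptococcus neoformans yeast cells · Quantity – 5 × 10^6 yeast cells/mL · Buffer or medium – YPD medium · Compound – single dose · Timing – 4 h static compound exposure, 37 °C, read 1 h post-reagent · Signal – adenylate kinase release luminescence · Read-out basis – lysis from increased AK signal · Benchmarks – Clomiphene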
LGR2 inh – Drosophila LGR2 receptor signaling inhibition; HEK293 LGR2, CRE-luciferase, bursicon-stimulated, 4 h; inhibition, % at 9.99 µM; 380,000 compounds, 0.35% hits;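 active = drop in luminescence signal, shown as inhibition above about 50% in the replicate tests, limit read from the data, passing the limit was not always enough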;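 also: agonist challenge used bursicon conditioned medium at about half maximal strength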
ERAP1 inh – blocks human ERAP1 aminopeptidase activity; recombinant ERAP1, Leu-AMC fluorescence, 60 min; inhibition, % at 10.7 µM; 340,000 compounds, 0.15% hits;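 active = mean replicate inhibition of at least 30%, or all replicates individually reaching that 30% level; inactive = mean below 30% and not every replicate reaching it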;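 also: 0% = neutral control wells and 100% = L-leucinethiol positive control wells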
Active calls of the source: *.

For CCc1nc(SCC(=O)Nc2ccccc2)c2c(=O)n(C)c(=O)n(C)c2n1 the results were S100A4 inh HTS 2, PGC1a acetyl inh -11, XiGFP reactiv -0.1, SIRT5 block -4, Cneo AK release 1, LGR2 inh 5 and ERAP1 inh 2.
CCN1C[C@@H]2[C@@H]3C(=O)N(Cc4ccccc4)C(=O)[C@@H]3[C@](Cc3ccccc3)(C1=O)N2C(=O)c1ccc(C)cc1 was read as S100A4 inh HTS -3, XiGFP reactiv 0.1, Statin myotox sup 6, SIRT5 block 17*, Cneo AK release 7, LGR2 inh -1 and ERAP1 inh -1.
For O=C(c1sc2ccccc2c1Cl)N1CCN(CCc2ccccn2)CC1 the results were S100A4 inh HTS 0, PGC1a acetyl inh -3, XiGFP reactiv 0.0, Statin myotox sup 1, SIRT5 block 0, Cneo AK release -1, LGR2 inh 2 and ERAP1 inh 1.
For CCOc1ccccc1C(=O)NC1CCN(Cc2ccccc2)CC1 the results were S100A4 inh HTS -18, PGC1a acetyl inh 6, XiGFP reactiv 0.0, Statin myotox sup 5, Cneo AK release 1, LGR2 inh 11 and ERAP1 inh -5.
CN1N=C(C(F)(F)F)CC1=O was read as S100A4 inh HTS 1, PGC1a acetyl inh 3, XiGFP reactiv 0.0, SIRT5 block 0, LGR2 inh 2 and ERAP1 inh -7.
`CCc1ccc(C(=O)NNC(=O)CCN2CCN(Cc3ccccc3)CC2)cc1` gave S100A4 inh HTS -1, PGC1a acetyl inh -7, XiGFP reactiv 0.0, SIRT5 block -5, LGR2 inh -29 and ERAP1 inh -2.
C=CCOC(=O)C1=C(C)NC(=O)NC1c1ccc2c(c1)OCO2 (centres undefined) was read as S100A4 inh HTS -2, PGC1a acetyl inh 7, XiGFP reactiv 0.0, Statin myotox sup 12, SIRT5 block 6, Cneo AK release -2, LGR2 inh -2 and ERAP1 inh 0.
CCc1ccc(S(=O)(=O)N2CCN(C(=O)c3cccnc3)CC2)cc1 was read as S100A4 inh HTS -2, XiGFP reactiv 0.2, Statin myotox sup 10, SIRT5 block 1, Cneo AK release 0, LGR2 inh -3 and ERAP1 inh 8.
CCCCCC1CC(CC#CCN2CCOCC2)C(=O)O1 (centres undefined) was read as S100A4 inh HTS 0, PGC1a acetyl inh -1, Statin myotox sup -1, SIRT5 block -1, Cneo AK release 0, LGR2 inh 7 and ERAP1 inh -3.
Screening C[C@H]1CN([C@@H](C)CO)C(=O)c2cc(NC(=O)c3ccncc3)ccc2O[C@H]1CN(C)Cc1ccc(Cl)c(Cl)c1 returned S100A4 inh HTS -7, PGC1a acetyl inh 5, XiGFP reactiv -1.0, Statin myotox sup 15, SIRT5 block 3, Cneo AK release -5, LGR2 inh -16 and ERAP1 inh 3.
`CC(=O)c1c(C)[nH]c(C(=O)COC(=O)CCSc2ccccc2)c1C` gave S100A4 inh HTS 5, PGC1a acetyl inh 3, XiGFP reactiv 0.4, Statin myotox sup 5, SIRT5 block 1, Cneo AK release -2, LGR2 inh -7 and ERAP1 inh 1.
Screening O=C(N[C@@H]1CC[C@H](CCn2cc(-c3ccccc3F)nn2)O[C@@H]1CO)c1ccc2c(c1)OCO2 returned S100A4 inh HTS 3, PGC1a acetyl inh 0, XiGFP reactiv 0.0, Statin myotox sup 0, SIRT5 block -2, Cneo AK release -9, LGR2 inh 4 and ERAP1 inh 7.
Screening Cc1cccc(N2CCN(CCCNC(=O)C3CCCN(c4ncnc5c4nc4n5CCCCC4)C3)CC2C)c1 (centres undefined) returned S100A4 inh HTS 2, PGC1a acetyl inh -18, XiGFP reactiv 0.1, Statin myotox sup -34, SIRT5 block -2, Cneo AK release -13, LGR2 inh -4 and ERAP1 inh -1.
Screening O=C(C[C@@H]1C[C@@H]2c3cc(NS(=O)(=O)c4ccc(F)cc4)ccc3O[C@@H]2[C@H](CO)O1)NCC(F)(F)F returned S100A4 inh HTS -9, PGC1a acetyl inh 9, XiGFP reactiv 0.3, Statin myotox sup -4, SIRT5 block -3, Cneo AK release -39, LGR2 inh 5 and ERAP1 inh 2.
Screening COc1ccc(-c2cn(CC[C@@H]3CC[C@H](NC(=O)Cc4ccccn4)[C@H](CO)O3)nn2)cc1 returned S100A4 inh HTS -2, PGC1a acetyl inh 0, XiGFP reactiv -0.2, Statin myotox sup 4, SIRT5 block -4, Cneo AK release -1, LGR2 inh -5 and ERAP1 inh 0.
`Cc1ccc(S(=O)(=O)N(C)C[C@@H]2OCc3ccccc3-c3c(n(C)c4ccccc34)C(=O)N([C@@H](C)CO)C[C@H]2C)cc1` gave S100A4 inh HTS -2, PGC1a acetyl inh -1, XiGFP reactiv 0.2, SIRT5 block 5, Cneo AK release 4, LGR2 inh -5 and ERAP1 inh 0.
O=C(NC[C@H]1[C@H](c2ccccc2)[C@H](CO)N1Cc1ccccn1)C1CCC1 was read as PGC1a acetyl inh -20, XiGFP reactiv 0.4, Statin myotox sup 8, Cneo AK release 0 and LGR2 inh -1.
Screening C[C@@H]1CN([C@H](C)CO)C(=O)c2cccc(NC(=O)c3cnccn3)c2O[C@H]1CN(C)Cc1ccc(C(F)(F)F)cc1 returned S100A4 inh HTS -9, PGC1a acetyl inh 4, XiGFP reactiv 0.3, Statin myotox sup 42, SIRT5 block 1, Cneo AK release 2, LGR2 inh 10 and ERAP1 inh -3.
For COc1ccc(NS(=O)(=O)c2ccc(C)c(C(=O)NCc3cccnc3)c2)cc1 the results were S100A4 inh HTS -1, PGC1a acetyl inh -4, XiGFP reactiv -0.1, Statin myotox sup -8, SIRT5 block -1, Cneo AK release -1, LGR2 inh -3 and ERAP1 inh 0.
`CCOc1ccc(-c2nc(N)nc(C)c2-c2ccc(Cl)cc2)c(O)c1` gave S100A4 inh HTS -6, PGC1a acetyl inh -11, XiGFP reactiv 0.0, Statin myotox sup 7, SIRT5 block -2, Cneo AK release -1, LGR2 inh 3 and ERAP1 inh 3.
CC(C)NC(=O)N[C@H]1CC[C@H](CCn2cc(-c3ccc(F)cc3)nn2)O[C@@H]1CO was read as S100A4 inh HTS 28, PGC1a acetyl inh 3, XiGFP reactiv -0.2, Statin myotox sup 32, SIRT5 block -1, Cneo AK release 2, LGR2 inh -5 and ERAP1 inh 2.
For NNC(=O)C1CC1(c1ccccc1)c1ccccc1 (centres undefined) the results were S100A4 inh HTS -5, PGC1a acetyl inh -5, XiGFP reactiv 0.0, Statin myotox sup 14, SIRT5 block -2, LGR2 inh 11 and ERAP1 inh 7.
O=C(c1ccccc1-n1cccn1)N1CCc2c([nH]c3ccccc23)C1c1ccccn1 (centres undefined) was read as S100A4 inh HTS -5, PGC1a acetyl inh 3, XiGFP reactiv 0.0, SIRT5 block -3, LGR2 inh -25 and ERAP1 inh 11.
For CCOC(=O)N1CCN(CCC(=O)Nc2cc(C)ccc2OC)CC1 the results were S100A4 inh HTS 7, PGC1a acetyl inh -5, XiGFP reactiv 0.9, SIRT5 block 2, LGR2 inh 1 and ERAP1 inh -4.
Screening CN(CC(=O)Nc1ccc(F)c(F)c1F)C(=O)CC1OC(=O)c2ccccc21 (centres undefined) returned S100A4 inh HTS 4, XiGFP reactiv 0.3, Statin myotox sup 5, SIRT5 block 11, Cneo AK release 0, LGR2 inh 5 and ERAP1 inh -1.
`CCCCOc1ccc(C(=O)NCC(=O)NCC(c2cccs2)N2CCOCC2)cc1` (centres undefined) gave S100A4 inh HTS -31, PGC1a acetyl inh 7, XiGFP reactiv 0.1, Statin myotox sup -6, SIRT5 block -3, Cneo AK release -1, LGR2 inh 5 and ERAP1 inh 0.
Screening COc1ccccc1CNS(=O)(=O)c1cc2c3c(c1)CCN3C(=O)CC2 returned S100A4 inh HTS -2, PGC1a acetyl inh -6, XiGFP reactiv 0.2, Statin myotox sup -9, SIRT5 block 0, Cneo AK release 0, LGR2 inh 2 and ERAP1 inh 2.
CCc1nnc(NC(=O)CCC(=O)NC2CC2)s1 was read as S100A4 inh HTS -4, PGC1a acetyl inh 4, XiGFP reactiv 0.2, Statin myotox sup -6, SIRT5 block -20, Cneo AK release -6, LGR2 inh 9 and ERAP1 inh 0.
For CN(Cc1ccccc1)C(=O)c1ccc(NC(=O)Cc2ccc(NC(=O)C3CCCN(C(=O)C4CCCC4)C3)cc2)cc1 (centres undefined) the results were S100A4 inh HTS -2, PGC1a acetyl inh 0, XiGFP reactiv 0.0, Statin myotox sup -13, SIRT5 block -3, Cneo AK release 8, LGR2 inh -7 and ERAP1 inh -10.
`C/C(=N\N1CCN(c2ccccc2)CC1)c1cccs1` gave S100A4 inh HTS 2, PGC1a acetyl inh -16, XiGFP reactiv -0.2, Statin myotox sup 16, SIRT5 block -4 and LGR2 inh -7.

Filtered by structure, the entries above containing a CF3 group (3)
CN1N=C(C(F)(F)F)CC1=O was read as S100A4 inh HTS 1, PGC1a acetyl inh 3, XiGFP reactiv 0.0, SIRT5 block 0, LGR2 inh 2 and ERAP1 inh -7.
Screening O=C(C[C@@H]1C[C@@H]2c3cc(NS(=O)(=O)c4ccc(F)cc4)ccc3O[C@@H]2[C@H](CO)O1)NCC(F)(F)F returned S100A4 inh HTS -9, PGC1a acetyl inh 9, XiGFP reactiv 0.3, Statin myotox sup -4, SIRT5 block -3, Cneo AK release -39, LGR2 inh 5 and ERAP1 inh 2.
Screening C[C@@H]1CN([C@H](C)CO)C(=O)c2cccc(NC(=O)c3cnccn3)c2O[C@H]1CN(C)Cc1ccc(C(F)(F)F)cc1 returned S100A4 inh HTS -9, PGC1a acetyl inh 4, XiGFP reactiv 0.3, Statin myotox sup 42, SIRT5 block 1, Cneo AK release 2, LGR2 inh 10 and ERAP1 inh -3.

Following part:
Screening COc1ccc(C([O-])=Nc2ccc[n+](-c3nc4ccccc4nc3NS(=O)(=O)c3ccccc3)c2)cc1 returned S100A4 inh HTS -5, XiGFP reactiv 0.4, SIRT5 block 2, LGR2 inh 9 and ERAP1 inh -3.
COc1ccccc1C(=O)Nc1nnc(-c2ccc(F)cc2)s1 was read as S100A4 inh HTS 7, PGC1a acetyl inh 3, XiGFP reactiv 0.4, Statin myotox sup 14, SIRT5 block 0, Cneo AK release 0, LGR2 inh -28 and ERAP1 inh -1.
Screening COc1ccc(CN(C(=O)c2snc(C(N)=O)c2N)C(C)C(=O)NCc2ccc(F)cc2)cc1 (centres undefined) returned S100A4 inh HTS 7, XiGFP reactiv 0.0, Statin myotox sup 4, Cneo AK release 3, LGR2 inh 10 and ERAP1 inh 2.
Screening O=C(NC1CC1)c1ccccc1NC(=O)c1ccccc1OC(F)F returned S100A4 inh HTS 2, PGC1a acetyl inh -20, XiGFP reactiv 0.0, Statin myotox sup -9, SIRT5 block 4, Cneo AK release -1, LGR2 inh 12 and ERAP1 inh -7.
Screening O=C(C1CCN(Cc2ccccc2)CC1)N1CCN(C/C=C/c2ccccc2)CC1 returned PGC1a acetyl inh -9, XiGFP reactiv 0.0, Cneo AK release -1 and LGR2 inh -8.
`CCC(C)[C@H](NC(=O)N1CC(=O)Nc2ccccc21)C(=O)N[C@H](C(=O)O)c1ccccc1` (some centres undefined) gave S100A4 inh HTS -1, XiGFP reactiv 0.0, Statin myotox sup -3, SIRT5 block 0, Cneo AK release -1, LGR2 inh 5 and ERAP1 inh -2.
CN1CCCCN2[C@H](CO)[C@H](c3ccc(/C=C/c4ccccc4)cc3)[C@H]2C1 was read as S100A4 inh HTS -12, PGC1a acetyl inh -12, XiGFP reactiv 0.0, Statin myotox sup 11, SIRT5 block -1, Cneo AK release -4, LGR2 inh -23 and ERAP1 inh 2.

Screening results: PubChem, Broad Institute

A portion of the library; the hit share may differ from the screen's.
